PGC1a acetyl inh: PGC1a acetylation modulation, inhibitor mode. U2OS PGC1a acetylation, AlphaScreen anti-acetyl-lysine; with virally co-expressed GCN5 acetyltransferase. inhibition, % at 15.6 µM. 350,000 compounds, 0.17% hits. AID 651687;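 active means every replicate shows inhibition of at least 40%; inconclusive means mean inhibition at least 40% but some replicate below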;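 further: 0% = neutral control wells and 100% = positive control wells; some results beyond the cut were filed as inactive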
Cneo AK release: Cryptococcus neoformans lysis via adenylate kinase release; AID 651654; C. neoformans lysis, adenylate kinase release luminescence, 4 h; normalised: neutral wells 0, clomiphene wells 100; 360,000 compounds, 0.2% hits; lysis activity, % at 15 µM;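 active means mean lysis activity across replicates of at least 80%, whatever share of replicates individually reach that level; inactive means mean lysis activity below 80%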
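Test system: log-phase Cryptococcus neoformans yeast cells. Input: 5 × 10^6 yeast cells/mL. Medium: fresh YPD growth medium. Doses: single dose. Incubation: static 4 h at 37 °C with compound, 1 h detection. Measured by: luminescent adenylate kinase detection reagent. Read-out: signal increase indicating cell lysis. Benchmarks: Clomiphene.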
PglD inh: PglD (C. jejuni) enzyme inhibition; purified PglD enzyme, DTNB colorimetric CoA detection; AID 602405; 360,000 compounds, 0.098% hits; inhibition, % at 12.5 µM; in the data active means inhibition above about 16%, passing the limit was not always enough; inconclusive means no clear call, values can overlap the other calls; further: strong numbers were not always called active
Statin myotox sup: suppression of simvastatin myotoxicity; rescue of ATP level, % at 7.49 µM; 330,000 compounds, 0.78% hits; C2C12 myotubes + simvastatin, ATP luminescence, 48 h; scaled: DMSO 0, geranylgeraniol control 100;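 active means mean ATP rescue above about 67%, or every replicate alone reaching that limit, limit read from the data, passing the limit was not always enough; inconclusive means no clear call, values can overlap the other calls; inactive means mean under the limit and some replicate under it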;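 further: myotubes were challenged with 10 µM simvastatin during compound exposure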
LGR2 antag: inhibitors of bursicon-induced Drosophila LGR2 receptor cAMP signaling; inhibition, % at 9.99 µM; HEK293 LGR2, CRE-luciferase, bursicon-stimulated, 4 h; 380,000 compounds, 0.35% hits; AID 720647;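 active means drop in luminescence signal, shown as inhibition above about 50% in the replicate tests, limit read from the data, passing the limit was not always enough; inconclusive means probably only some replicates passing the limit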;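 further: agonist challenge used bursicon conditioned medium at about half maximal strength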
ARNT-TACC3 inh: ARNT/TACC3 interaction disruption | AlphaScreen His-ARNT PAS-B/GST-TACC3 binding, luminescence; TACC3 fragment carries E629A point mutation | inhibition, % at 9.99 µM | 390,000 compounds, 0.66% hits;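 active means mean inhibition of replicates at least 50% and at least half of replicates each reaching 50%; inconclusive means half or more replicates reach 50% but mean below 50%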;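 further: 0% = complete ARNT plus TACC3 wells and 100% = ARNT alone without TACC3; many hits fall short of the cut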
INS-1E GSIS act: primary screen for activators of insulin secretion dependent on glucose, INS-1E cells, GLuc reporter luminescence | INS-1E GLuc reporter insulin secretion, 2-3 h | activation, % at 16.6 µM | 370,000 compounds, 0.61% hits;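 active means lowest replicate activation of at least 40%, so every replicate reaches that level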;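 further: 0% = median of neutral control wells and 100% = median of IBMX positive control wells; some compounds called inactive have numbers as strong as hits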
PAX8 inh HTS: PAX8 transcriptional activity inhibition; 360,000 compounds, 1.2% hits; inhibition, % at 12.6 µM; RMG-I TPO-luciferase reporter, SteadyGlo, 24 h; AID 652154;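 active means mean replicate inhibition at least 60% with every replicate also reaching 60%; inconclusive means only one of the two criteria is met; inactive means mean below 60% and not all replicates reaching 60%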;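 further: luciferase light reporting Pax8 driven TPO promoter activity; plate controls were median of neutral control wells for no effect and mitoxantrone controls for full effect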
Starred values were filed as active, the others as inactive; ? = inconclusive; · = no result given; & = joins results of further samples. Outcome played no part in choosing rows; overall some 2.9% were active at least once.

#	mol	PGC1a acetyl inh	Cneo AK release	PglD inh	Statin myotox sup
1	N#C[C@H]1N[C@H](CO)[C@@H]1c1ccc(C2=CCCC2)cc1	1	4	0	-2
2	CCCCC(=O)Nc1ccccc1C#N	·	·	·	·
3	CN(Cc1ccno1)C(=O)CC1C(=O)NCCN1CC(c1ccccc1)c1ccccc1 (stereo unspecified)	10	-4	0	-8
4	O=C(Nc1ccc(OC(F)(F)F)cc1)N1CCc2nc(NCc3cccc(Oc4ccccc4)c3)ncc2C1	·	-2	0	-19
5	Cc1ccc(S(=O)(=O)N(C)C[C@H]2Oc3c(NC(=O)c4cnccn4)cccc3C(=O)N([C@@H](C)CO)C[C@@H]2C)cc1	-7	-1	0	15
6	O=C(NCC1CCCO1)Nc1ccc2c(c1)OCO2 (stereo unspecified)	·	·	·	·
7	C[C@@H]1CN([C@H](C)CO)C(=O)Cc2cc(NS(=O)(=O)c3cn(C)cn3)ccc2O[C@H]1CN(C)C(=O)Nc1cccc2ccccc12	5	-2	0	33
8	CCn1c(/C=N/NC(=O)c2ccc(OC)cc2)nc2ccccc21	·	·	·	·
9	Cc1nn(-c2ccc(F)cc2)c2nc(N)c(C#N)c(-c3ccc(O)c(O)c3)c12	-9	3	-6	11
10	COc1cccc(CN2CCN(C(=O)c3oc4c(F)cccc4c3C)CC2=O)c1	19	0	-1	14
11	CCc1nc(Nc2cccc(OC)c2)c2oc3ccccc3c2n1	-8	0	-3	-28
12	COc1ccc(CNC(=O)C2CCN(S(=O)(=O)c3ccc(SC)cc3)CC2)cc1	9	0	1	6

#	LGR2 antag	ARNT-TACC3 inh	INS-1E GSIS act	PAX8 inh HTS
1	-25	8	-7	0
2	-8	-7	22	-43
3	·	0	·	0
4	-8	·	-28	16
5	17	-3	7	-22
6	-7	3	-3	-43
7	9	·	15	-25
8	4	12	-5	6
9	-4	-5	-6	52
10	5	5	-17	-26
11	-9	-8	12	-13
12	11	-1	-29	-3

Other results follow:
#	mol	PGC1a acetyl inh	Cneo AK release	PglD inh	Statin myotox sup
13	CC(C)C(=O)NCCc1nc2ccccc2n1CCOc1ccccc1	·	·	·	·
14	COc1ccccc1C(=O)Nc1ccc2c(c1)OC[C@H](C)N(C)C[C@@H](C)[C@@H](OC)CN(C)C2=O	-4	5	-1	-4
15	Cc1cc2ccccc2n1CCNC(=O)C(C)Oc1ccccc1 (stereo unspecified)	7	1	3	-31
16	COc1cccc(C(=O)Nc2ccc3c(c2)C(=O)N(C)C[C@@H](OC)[C@H](C)CN(C(=O)C2CC2)[C@H](C)CO3)c1	·	54	0	1
17	O=C(NC1CCCCCC1)C1CCN(c2nc3ccccc3o2)CC1	17	-2	4	-8
18	Cc1cc(Cl)ccc1NNC(=O)c1c(C)noc1C	1	·	·	9
19	O=C(COc1cccc(F)c1)NNC(=O)Cc1ccc(Br)cc1	-2	0	4	-4
20	O=C(C1=C(O)C(=O)N(CC2CCCO2)C1c1ccccc1[N+](=O)[O-])c1ccco1 (stereo unspecified)	·	0	-5	8
21	CO[C@H]1CN(C)C(=O)c2ccc(NC(=O)Nc3ccc4c(c3)OCO4)cc2OC[C@H](C)NC[C@@H]1C	9	·	·	·
22	CN(C)CCNC(=O)CN1C(=O)COc2ccc(C(C)(C)C)cc21	0	-2	0	2
23	Cc1oc(/C=N/NC(=O)CC2(C)OCCO2)cc1Br	·	1	-2	·
24	O=C(C[C@H]1CC[C@@H]2[C@H](COC[C@@H](O)CN2C(=O)c2ccccc2F)O1)N1CCCCC1	-2	0	-3	1

#	LGR2 antag	ARNT-TACC3 inh	INS-1E GSIS act	PAX8 inh HTS
13	16	-7	12	1
14	-4	35	2	7
15	-6	-1	·	-4
16	-11	-17	7	-14
17	16	31	-20	·
18	4	-19	1	6
19	2	-3	-3	-1
20	26	0	24	21
21	-19	·	-9	-28
22	·	-2	·	-5
23	-1	-2	-4	9
24	-11	13	0	-7

Some entries already given with just LGR2 antag, INS-1E GSIS act and PglD inh.
| nr | SMILES | LGR2 antag | INS-1E GSIS act | PglD inh |
| --- | --- | --- | --- | --- |
| 15 | Cc1cc2ccccc2n1CCNC(=O)C(C)Oc1ccccc1 (stereo unspecified) | -6 | · | 3 |
| 16 | COc1cccc(C(=O)Nc2ccc3c(c2)C(=O)N(C)C[C@@H](OC)[C@H](C)CN(C(=O)C2CC2)[C@H](C)CO3)c1 | -11 | 7 | 0 |
| 17 | O=C(NC1CCCCCC1)C1CCN(c2nc3ccccc3o2)CC1 | 16 | -20 | 4 |

Remaining list, next part:
#	mol	PGC1a acetyl inh	Cneo AK release	PglD inh	Statin myotox sup
25	Cc1cc(C)nc(NC(=O)c2cc(-c3ccc4c(c3)OCO4)nc3ccccc23)c1	16	2	6	-2
26	COc1cccc(CN2C[C@@H]3N[C@H](C2)C3c2ccc(-c3ccncc3)cc2)c1 (stereo partly specified)	-3&-14	·	·	·
27	COc1ccc(CC(N)c2csc(NC(=O)Nc3ccccc3-c3ccccc3)n2)cc1 (stereo unspecified)	·	0	-3	-20
28	COCC(=O)N(C)C[C@@H]1Oc2ncc(C3=CCCCC3)cc2C(=O)N([C@@H](C)CO)C[C@@H]1C	9	2	1	1
29	CSc1cccc(NC(=O)/C=C/c2ccc(Cl)cc2)c1	-4	6	·	-6
30	O=c1c2cnn(-c3ccccc3)c2ncn1CCc1ccccc1	·	·	·	·
31	Cn1cc(Br)c(C(=O)N2CCc3ccccc32)n1	5	3	-2	·
32	Cc1ccc(C(C)C)c(OCC(=O)N/N=C/C2CCCCC2)c1	·	·	·	·
33	Cc1ccc(/C=N/NC(=O)Cn2nccc2C)o1	9	-1	3	-2
34	Cc1nc2ccccn2c1C(=O)NC1CCCCC1	-10	3	-1	-2
35	Cn1c(O)c(C2=c3ccccc3=NC2=O)[nH]c1=S	·	·	·	·
36	COc1cccc(NC(=S)N(CCc2c(C)[nH]c3ccc(C)cc23)Cc2cccs2)c1	-31	-2	2	3

#	LGR2 antag	ARNT-TACC3 inh	INS-1E GSIS act	PAX8 inh HTS
25	-1	-9	11	7
26	-4&-14	·	6&-2	7&0
27	2	·	12	2
28	14	2	0	·
29	·	-1	·	·
30	-51	-17	0	20
31	3	-5	8	14
32	-15	7	-27	-2
33	·	·	·	·
34	·	-63	·	·
35	-10	2	4	17
36	-25	2	6	8

Going on with the list:
#	mol	PGC1a acetyl inh	Cneo AK release	PglD inh	Statin myotox sup
37	O=C(NC1CCCc2ccccc21)c1c(F)cccc1Cl (stereo unspecified)	-2	2	1	-4
38	O=[N+]([O-])c1cccc2c(N3CCCC3)ccnc12	16	-1	-3	-29
39	O=C1CCc2cc(S(=O)(=O)Nc3ccccc3)cc3c2N1CC3	·	·	·	·
40	CS(=O)(=O)C1=NSC2=NC(=O)/C(=C\c3cccn3-c3ccc(Cl)cc3)C(=N)N21	·	·	·	·
41	CC(=O)OCC(=O)C1(O)CCC2C3CCC4=CC(=O)CCC4(C)C3C(O)CC21C (stereo unspecified)	-7	-2	-7	16
42	CCCCCCNC(=O)CC(NS(=O)(=O)c1ccc(NC(C)=O)cc1)C(C)C (stereo unspecified)	-4	1	11	·
43	OCc1ccccc1NC(=S)Nc1cccnc1	5	·	·	32
44	CCCn1c(=O)n(C)c(=O)c2c(SCC(=O)Nc3cc(C)on3)nc(C(C)(C)C)nc21	-10	2	0	1
45	CCc1ccc(CNc2ccc3c(c2)ncn3C(C)(C)C)cc1	·	2	2	-29
46	CN(C)CCN1CCN(c2cc(-c3cccc(Cl)c3)nc3ccnn23)CC1	·	0	-5	1
47	Cc1c(C#N)c2ncn(Cc3ccccn3)c(=O)c2n1-c1ccccc1	-6	0	11	0
48	O=C(O)c1cccc(NC(=S)N/N=C/c2cccnc2)c1	·	·	·	·

#	LGR2 antag	ARNT-TACC3 inh	INS-1E GSIS act	PAX8 inh HTS
37	-2	-13	0	-1
38	5	1	-8	21
39	-15	-1	8	-4
40	11	4	2	13
41	-6	-3	-8	-12
42	-14	0	-5	·
43	·	-1	0	·
44	7	-3	18	15
45	-109	1	17	-45
46	16	·	3	-3
47	-22	5	39	·
48	?	2	16	15

(further entries)
#	mol	PGC1a acetyl inh	Cneo AK release	PglD inh	Statin myotox sup
49	CC1(C(=O)Nc2ccc3c(c2)OCCO3)CC1(Cl)Cl (stereo unspecified)	2	0	3	2
50	Cc1ccccc1CN(C)C[C@H]1OCc2cnnn2CCCC(=O)N([C@@H](C)CO)C[C@@H]1C	-3	1&1	-1&4	-1&6
51	Cc1ccc(O)c(NC(=O)CN(C)S(=O)(=O)c2ccc(Cl)cc2)c1	-3	-2	30*	0
52	COc1cc(OC)c2c(-c3ccccc3)cc(=O)oc2c1C(CC(=O)N1CCCC1)c1ccc2c(c1)OCO2 (stereo unspecified)	4	1	-2	-13
53	COc1ccc(NC(=O)c2cccs2)cc1	4	0	5	·
54	CC(=O)CC1(C)OC(N)=C(C#N)C1(C#N)C#N (stereo unspecified)	-13	2	7	-7
55	N#C[C@@H]1[C@@H](c2ccccc2)[C@@H](CO)N1C(=O)C1CCCC1	-2	0	3	4
56	Cc1ccc2c(c1)-c1c(ssc1=S)C(C)(C)N2C(=O)CN1C(=O)c2ccccc2C1=O	-9	-1	1	0
57	CCN(CC)CCc1nc(-c2ccccc2)no1	9	-1	-2	-1
58	O=C1NC(Cc2ccc(O)cc2)c2nc3ccc(Br)cc3c(=O)n2-c2ncccc21 (stereo unspecified)	0	·	·	14
59	CCN(Cc1ccccc1)S(=O)(=O)c1cc(C(=O)OC)n(C)c1	3	2	0	-5
60	COc1ccccc1Nc1ncnc2sccc12	-1	3	5	1

#	LGR2 antag	ARNT-TACC3 inh	INS-1E GSIS act	PAX8 inh HTS
49	-7	-5	5	-9
50	13	-5	2	-1&-3
51	-4	-7	3	-17
52	9	-4	-2	4
53	·	-3	·	·
54	19	17	36	·
55	-4	-7	14	13
56	·	-8	·	·
57	-7	-13	·	-13
58	6	·	-38	-13
59	0	·	7	-8
60	4	-1	5	13

Carrying on.
#	mol	PGC1a acetyl inh	Cneo AK release	PglD inh	Statin myotox sup
61	C[C@@H]1CCCCO[C@@H](CN(C)C(=O)c2ccncc2)[C@H](C)CN([C@@H](C)CO)C(=O)c2cc(NS(=O)(=O)c3ccccc3)ccc2O1	1	5	10	·
62	O=C([C@H]1[C@H](CO)[C@H]2Cn3c(cccc3=O)[C@H]2N1Cc1ccccc1Cl)N1CCCCC1	·	-5	2	-8
63	Cc1cnc(C(=O)OCC(=O)Nc2ccccc2-c2ccccc2)cn1	7	1	0	4
64	Cc1noc(C)c1NC(=O)N(C)C[C@@H]1Oc2c(NC(=O)c3cnccn3)cccc2C(=O)N([C@H](C)CO)C[C@@H]1C	14	-3	2	32
65	O=C(NCC[C@H]1CC[C@H](NC(=O)C2CCCCC2)[C@@H](CO)O1)c1ccc(F)cc1	-11	36	-1	-7
66	O=C1CC(C(=O)N2CCN(c3ccccc3)CC2)CN1Cc1ccccc1 (stereo unspecified)	9	-2	-5	4
67	O=C(COc1ccccc1)NC1CCCc2ccccc21 (stereo unspecified)	·	-2	3	0

#	LGR2 antag	ARNT-TACC3 inh	INS-1E GSIS act	PAX8 inh HTS
61	-2	1	3	10
62	10	4	5	3
63	3	·	·	-13
64	13	2	7	·
65	-9	7	8	5
66	9	-14	-1	0
67	25	-9	-5	35
